LRH-1 inv ag = inverse agonists of human LRH-1 (NR5A2); O00482; 360,000 compounds, 0.13% hits; AID 602396; inhibition, % at 3.6 µM; HEK293T StAR-luciferase reporter, LRH-1 transfected, 24 h;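 active = inhibition above the mean inhibition of all tested compounds plus 3 SD, cut at about 73% in these data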;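 also: 0% = DMSO wells and 100% = reporter-only cells lacking LRH-1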
NCOA2 inhibitor = inhibits human steroid receptor coactivator 2; Q15596; HEK293 GAL4-SRC2 luciferase reporter, luminescence; inhibition, % at 9 µM; 370,000 compounds, 0.17% hits; AID 651957;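 active = inhibition above the mean inhibition of all tested compounds plus 3 SD, set per campaign, cut at about 52% in these data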;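 also: 0% = DMSO treated cells and 100% = cells given Gossypol at 36 µM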
MC4R antag cAMP = antagonists of human melanocortin 4 receptor (MC4R) | P32245 | MC4R-expressing cells, MTII-stimulated cAMP, LANCE TR-FRET | inhibition, % at 6.5 µM | 360,000 compounds, 0.48% hits | AID 540295;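 active = inhibition above its plate's cutoff, the mean of tested wells on that plate plus 3 SD, cut at about 29% in these data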;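 also: 0% = Melanotan II alone and 100% = Melanotan II plus saturating MCL0020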
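Assay system: human MC4R-expressing U2OS cells; reagent: Melanotan II stimulation of cells; dosing: 6.5 µM single dose; timing: compound 30 min, challenge 1 h, detection 1 h; signal: TR-FRET cAMP assay; replicates: one well per compound, no replicates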
TLR9-MyD88 inh = TLR9-MyD88 interaction inhibition; Q9NR96+Q99836; CHO BLA complementation TLR9-MyD88, CCF4 FRET ratio; inhibition, % at 4.98 µM; 340,000 compounds, 0.21% hits; AID 504734;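 active = inhibition above the mean over all tested compounds plus 3 SD, cut at about 21% in these data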;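 also: 0% = DMSO only wells and 100% = clavulanate BLA inhibitor control wells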
LMP1 NFkB inh = inhibitors of Epstein-Barr LMP1-induced NF-kappaB reporter | LMP1-induced NF-kappaB luciferase reporter cells, luminescence | inhibition, % at 12.5 µM | 350,000 compounds, 0.69% hits | AID 504558; in the data active = inhibition above about 41%;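 also: 0% = neutral control wells and 100% = reference inhibitor control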
NCOA1 inh = inhibitors of human steroid receptor coactivator 1 (SRC1); 360,000 compounds, 0.12% hits; HEK293 GAL4-SRC1 luciferase reporter, luminescence; AID 588354; inhibition, % at 3.6 µM;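 active = inhibition above the campaign mean plus 3 SD, with each screening campaign given its own cutoff, cut at about 60% in these data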;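 also: 0% = DMSO treated cells and 100% = gossypol at 36 µM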
NOD2 RIPK2 PPI = NOD2-RIPK2 protein interaction inhibition; 360,000 compounds, 0.38% hits; O43353; CHO BLA complementation NOD2-RIPK2, CCF4 ratio; inhibition, % at 4.98 µM; in the data active = inhibition above about 21%;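 also: 0% = vehicle only and 100% = reference blocker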
ABHD5 PLIN5 PPI = blocks binding of human ABHD5 to perilipin-5; Q00G26+Q8WTS1; 360,000 compounds, 0.78% hits; Split G. princeps luciferase complementation, luminescence, 4 h; AID 602281; inhibition, % at 4 µM;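 active = inhibition above the mean inhibition across every tested compound plus 3 SD, cut at about 22% in these data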;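 also: 0% = DMSO only wells and the 100% control is not disclosed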
COUP-TFII inh = inhibitors of human COUP-TFII (NR2F2); P24468; 370,000 compounds, 0.7% hits; inhibition, % at 8.6 µM; HEK293T NGFI-A luciferase reporter, luminescence; AID 686940;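 active = inhibition above a per-plate cutoff, mean inhibition of test wells between control levels plus 3 SD, cut at about 38% in these data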;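 also: cells cotransfected with COUP-TFII expression vector driving the NGFI-A reporter; 0% = median of COUP-TF2 test wells and 100% = reporter-only cells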
MC4R barr agon = human MC4R agonism via beta-arrestin. activation, % at 8.9 µM. U2OS MC4R beta-arrestin complementation, luminescence; percent of melanotan II response, DMSO zero. P32245. AID 540308. 360,000 compounds, 0.98% hits;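 active = activation above a per-plate cutoff, the mean activation of sample wells on that plate plus 3 SD, cut at about 8% in these data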
SRC3 inh = human NCOA3 inhibition; Q9Y6Q9; HEK293 GAL4-SRC3 luciferase reporter, luminescence; inhibition, % at 3.6 µM; 360,000 compounds, 0.17% hits;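 active = inhibition above a per-campaign cutoff, the mean of all compounds plus 3 SD, cut at about 60% in these data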;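 also: 0% = DMSO-treated cells and 100% = gossypol-treated cells at 36 µM; higher means less SRC3-driven luciferase light from the GAL4 reporter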
Numbers without * were called inactive; / = not tested or not shown; & = joins results of further samples.

SMILES | LRH-1 inv ag | NCOA2 inhibitor | MC4R antag cAMP | TLR9-MyD88 inh | LMP1 NFkB inh | NCOA1 inh | NOD2 RIPK2 PPI | ABHD5 PLIN5 PPI | COUP-TFII inh | MC4R barr agon | SRC3 inh
Cc1ccc(S(=O)(=O)N2CCN(CC(=O)NC3CCCc4ccccc43)CC2)cc1C (stereo not given) | -11&2 | -5&-29 | 12&17 | 0&-5 | -10&2 | -8&7 | 6&2 | -8&5 | -10&12 | 2.7&2.1 | -15&-21
CC1CC(C)(C)CC2(C1)NC(=O)N(CC(=O)N1CCN(Cc3ccc(C#N)cc3)CC1)C2=O (stereo not given) | 20 | 11 | 3 | -3 | 19 | 9 | -1 | 0 | 10 | -2.4 | 22
CN(C)c1nc(-c2cccnc2)nc(-c2ccccc2)c1C#N | 10 | -1 | 5 | -3 | -12 | -21 | 3 | 3 | -27 | 4.1 | 5
COCc1ccc(C(=O)N2CCN(CC(=O)N3CCCC3)CC2)cc1 | 4 | 1 | -1 | -12 | -2 | -14 | -7 | -3 | 9 | -1.3 | 12
COc1ccc(N(C(=O)c2cccnc2)S(=O)(=O)c2ccc(OC)c(OC)c2)cc1 | 5 | 4 | 8 | -5 | 6 | 15 | -4 | -1 | 6 | -1.2 | 14
O=C(Nc1ccccc1)OC1CCCCc2cccnc21 (stereo not given) | 6 | 6 | 5 | 11 | -5 | 16 | 0 | 1 | 13 | 1.1 | 0
CN1[C@@H](COCc2ccccc2)C=CS1(=O)=O | -8 | -24 | / | / | / | -5 | 2 | -5 | 1 | / | -18
NC(=O)[C@H]1CC2(CC(c3cccc(NC(=O)COc4ccc(Cl)cc4)c3)=NO2)CN1C(=O)C(c1ccccc1)c1ccccc1 (stereo not given in full) | 19 | -15 | 12 | 1 | 11 | -27 | 0 | 4 | 16 | 0.0 | -22
CC(C)c1ccc(SCc2noc(C(=O)NCC3CCCO3)c2C(=O)O)cc1 (stereo not given) | 3 | 0 | -2 | -1 | -1 | -52 | -16 | 4 | -18 | 0.0 | -12
O=C(Nc1ccc(S(=O)(=O)Nc2ncccn2)cc1)c1cnc(Cl)c(Cl)c1 | -5 | -20 | 19 | 1 | -3 | -5 | -12 | 1 | 3 | -0.1 | 14
O=C1NC[C@@H](c2ccccc2)OC(=O)[C@H](Cc2ccc(F)cc2)C/C=C\C[C@H]1CC(=O)N(CCO)Cc1ccccc1 | -10 | 22 | 15 | -7 | 1 | -3 | 5 | -3 | -1 | -1.8 | -3
O=C(CC(C(=O)O)c1c(F)cccc1Cl)c1ccc(Cl)cc1 (stereo not given) | -16 | -12 | 2 | -13 | 9 | 1 | -16 | 0 | -18 | -0.2 | 7
CCN(CC)S(=O)(=O)c1ccc(-c2nnc(SCC(N)=O)n2CC)cc1 | -1 | -9 | -4 | 4 | 4 | -4 | 5 | 0 | -13 | -1.1 | 1
Cc1cc(SCC(=O)c2cccc([N+](=O)[O-])c2)nc(=O)[nH]1 | -122 | / | 3 | 0 | 5 | -50 | -7 | -17 | / | -1.6 | -71
CCC1(c2ccccc2)NC(=O)N(CC(=O)NCc2ccc(OC)cc2)C1=O (stereo not given) | -4 | 7 | 11 | -4 | -4 | 4 | -2 | 1 | -3 | -0.4 | -10
CCC(=O)N1c2ccc(S(=O)(=O)N3CCCCC3)cc2CC1C (stereo not given) | 14 | -12 | 0 | -11 | -3 | -1 | -6 | 0 | -7 | -2.3 | 8
CCOc1ccc(C(=O)NCCC(=O)NCCCC(=O)O)cc1 | -2 | 9 | -7 | -3 | 0 | -1 | -13 | 18 | -14 | 1.7 | 26
CCOC(=O)[C@]12CCCC=C1N(CCc1ccc(OC)c(OC)c1)C(=O)[C@H](CC(=O)N1CCCC1)C2 | 15 | -16 | / | / | / | / | 4 | 3 | 7 | / | /
O=C(O)CCC(=O)Nc1ccc(F)cc1 | 11 | -28 | 0 | 5 | -2 | -10 | 1 | -7 | -2 | -0.4 | 12
CN(C)S(=O)(=O)Oc1ccccc1C(=O)Nc1ccc(F)cc1 | -6 | 7 | 8 | -15 | 6 | 21 | -8 | 10 | 11 | -1.1 | -24
CCOc1ccc2[nH]c3c(NCCOC)ncnc3c2c1 | -11 | -25 | 0 | -11 | -11 | -42 | 0 | 6 | -11 | -0.6 | -31
COC(=O)c1ccc(-c2noc(CN(Cc3nccn3C)C(C)C)n2)cc1 | -6 | -5 | -10 | -1 | -8 | 6 | 9 | -3 | -7 | -0.9 | 3
FC(F)(F)c1nnc2ccc(N3CCN(c4ccccc4)CC3)nn12 | -2 | 7 | 5 | 0 | -2 | -6 | 6 | -3 | 6 | -0.7 | -2
COc1ccc(/C=N/NC(=O)c2ccc3ccccc3c2)cc1OS(=O)(=O)c1ccc(NC(C)=O)cc1 | 20 | 21 | -25 | 12 | 24 | 10 | -6 | 7 | 12 | -1.6 | 14
Cc1ccc(-c2nnc(Nc3ccc(C(=O)N(C)C)cc3)c3ccccc23)cc1S(=O)(=O)NCC1CCCO1 (stereo not given) | 0 | 5 | 8 | -14 | -5 | -9 | -5 | -7 | -4 | 0.3 | -22
CCOC(=O)N1CCC(NC(=O)CSCc2nc(-c3ccccc3Cl)oc2C)CC1 | -4 | 16 | 5 | -9 | 1 | 4 | 3 | 3 | 11 | -0.8 | 12
Cc1ccc(NC(=O)c2cc(=O)c3ccccc3o2)cc1S(=O)(=O)N1CCOCC1 | -13 | 5 | 1 | -3 | -2 | 11 | -4 | -1 | -5 | -2.3 | -2
CCOC(=O)c1ccc(NC(=O)CSC2=NN3CCCC(=O)N=C3S2)cc1 | 6 | 3 | -3 | 0 | -6 | 11 | 1 | 0 | -2 | -1.4 | 0
Cc1ccc(CS(=O)Cc2ccc(C(=O)NCc3ccc(OC(C)C)cc3)o2)cc1 (stereo not given) | 2 | -11 | 17 | -14 | -8 | 6 | 5 | -2 | 7 | -2.5 | -2
O=C(Cc1cccs1)N1CCC(c2nc3c(nnn3Cc3ccc(F)cc3)c(=O)[nH]2)CC1 | 3 | 1 | -30 | -142 | -8 | -15 | -6 | 0 | -2 | 0.3 | 3

Filtered by structure: the entries above containing a cyano group (2)
SMILES | LRH-1 inv ag | NCOA2 inhibitor | MC4R antag cAMP | TLR9-MyD88 inh | LMP1 NFkB inh | NCOA1 inh | NOD2 RIPK2 PPI | ABHD5 PLIN5 PPI | COUP-TFII inh | MC4R barr agon | SRC3 inh
CC1CC(C)(C)CC2(C1)NC(=O)N(CC(=O)N1CCN(Cc3ccc(C#N)cc3)CC1)C2=O (stereo not given) | 20 | 11 | 3 | -3 | 19 | 9 | -1 | 0 | 10 | -2.4 | 22
CN(C)c1nc(-c2cccnc2)nc(-c2ccccc2)c1C#N | 10 | -1 | 5 | -3 | -12 | -21 | 3 | 3 | -27 | 4.1 | 5

Other records follow:
SMILES | LRH-1 inv ag | NCOA2 inhibitor | MC4R antag cAMP | TLR9-MyD88 inh | LMP1 NFkB inh | NCOA1 inh | NOD2 RIPK2 PPI | ABHD5 PLIN5 PPI | COUP-TFII inh | MC4R barr agon | SRC3 inh
Cn1ncc(Br)c1C(=O)Nc1ccc(Cl)cn1 | -10 | -15 | 4 | 1 | 0 | -5 | -4 | 2 | 8 | -0.2 | -24
CCCc1cc(=O)[nH]c(SCC(=O)NCCN2C(=O)CSC2=O)n1 | -14 | 6 | 0 | 0 | 19 | 7 | -5 | -3 | -20 | -1.7 | 11
C/C(CC(=O)NC1CCCC1)=N\NC(=O)Cc1cccs1 | -22 | -24 | 16 | -5 | 0 | 7 | -9 | 63* | -19 | 1.0 | 22
Cc1cc2cc(CNC(=O)c3cccs3)ccc2n1C | -1 | 4 | 11 | 5 | -3 | -34 | -2 | -1 | -6 | -2.5 | 8
CCOc1cc(C)c(Cl)cc1S(=O)(=O)n1ccnc1 | -5 | -11 | -6 | / | -8 | -4 | -1 | 7 | 11 | -1.4 | 8
CCCNc1cc(=O)n(C)c(=O)n1C | 2 | 0 | -3 | 4 | -12 | 2 | -8 | 4 | -8 | -1.5 | 1
O=C(O)COc1ccc(-c2nnn(CC(=O)O)n2)cc1 | -13 | 1 | 3 | -2 | 2 | -13 | -5 | -2 | 3 | -2.9 | 10
Cc1ccc(-n2nnnc2SCC(=O)N2CCc3ccccc3C2)c(C)c1 | -4 | 12 | 10 | -7 | -3 | 10 | -3 | -2 | 10 | -1.0 | 8
CCNc1nc(NCC)n2c(SCC(=O)Nc3ccc(F)cc3[N+](=O)[O-])nnc2n1 | 12 | 17 | 4 | -1 | -1 | -4 | -3 | -2 | 7 | -2.3 | 1
CNC(=O)CSc1cn(CC(=O)N(C(C)C)C(C)C)c2ccccc12 | 4 | -14 | 17 | -8 | -6 | -10 | -1 | -7 | -12 | 0.5 | 22
Cc1noc(C)c1CN1C(=O)NC2(CCCCCCC2)C1=O | -11 | 3 | 1 | -2 | -2 | 5 | -3 | 0 | 0 | -0.6 | 33
O=C(NCCN1C(=O)CSC1=O)c1ccccc1 | -11 | -25 | 5 | 14 | -3 | -15 | 3 | -6 | 2 | -0.7 | 12
COc1ccccc1CNS(=O)(=O)c1cc(C)ccc1OC | -10 | 0 | 7 | 1 | 1 | -7 | 0 | 1 | 6 | -1.2 | 13
CCN(CC)CCCNC(=S)N(Cc1cccnc1)Cc1cc2cccc(C)c2[nH]c1=O | -16 | 0 | 2 | 8 | -27 | -12 | -11 | 0 | 13 | 0.0 | 5
Cn1nc(C(=O)Nc2ccc(S(=O)(=O)Nc3ncccn3)cc2)ccc1=O | -1 | -1 | 14 | -17 | -2 | 21 | -3 | 6 | 18 | -0.2 | 3
Cc1ccc(-c2nn(-c3ccccc3)cc2C(=O)Nc2ccc(C(=O)O)cc2)cc1 | -55 | -20 | 33* | -6 | -3 | -20 | 3 | 2 | -15 | 0.5 | -30
CS(=O)(=O)N(Cc1ccc(C(=O)NC2CCCC2)cc1)c1ccccc1 | -16 | -1 | 0 | 6 | -2 | 10 | 3 | 0 | -10 | -0.4 | 9
CC(C)(C)OC(=O)C[C@@H]1C/C=C\C[C@H](CC(=O)N(CCO)Cc2ccccc2)C(=O)N[C@H](Cc2ccccc2)COC1=O | -15 | 19 | 6 | -3 | -1 | 0 | -1 | -7 | 0 | -2.1 | 10
Cc1cccc(NS(=O)(=O)c2cc3c4c(c2)CC(=O)N4CCC3)c1C | -18 | 15 | 1 | 7 | / | 12 | -5 | 10 | 25 | 1.5 | 4
Fc1ccc2nc(Nc3nc4c(s3)CCCC4)sc2c1 | -77 | -49 | -4 | 6 | -103 | -107 | 8 | -4 | -38 | 0.7 | -94
CCOc1ccccc1Nc1nnc(SCC(=O)N(C)C2CCS(=O)(=O)C2)s1 (stereo not given) | 1 | -15 | 1 | -4 | 0 | -1 | -1 | -2 | 2 | -1.3 | -1
Cn1c(COc2ccccc2)nnc1SCC(=O)NCc1ccccc1 | 2 | -13 | 1 | 8 | 6 | 2 | -8 | 10 | -16 | -1.7 | -3

Compound activity deposited in PubChem by several laboratories.

The list is partial. The share of hits here may be higher or lower than overall.
